# Source: PubChem (National Center for Advancing Translational Sciences (NCATS))
# IP6K1 inhibitor: blocks human inositol hexakisphosphate kinase 1 | IP6K1 kinase, ADP-Glo luminescence, 2 h; stronger effect = lower value | activity change, % (series mostly up to about 58 µM) | hit rate 0.81% among 140,000 | AID 1645851; in the data active = activity change below about -25%
# Target sequence (Q92551 whole entry, looked up): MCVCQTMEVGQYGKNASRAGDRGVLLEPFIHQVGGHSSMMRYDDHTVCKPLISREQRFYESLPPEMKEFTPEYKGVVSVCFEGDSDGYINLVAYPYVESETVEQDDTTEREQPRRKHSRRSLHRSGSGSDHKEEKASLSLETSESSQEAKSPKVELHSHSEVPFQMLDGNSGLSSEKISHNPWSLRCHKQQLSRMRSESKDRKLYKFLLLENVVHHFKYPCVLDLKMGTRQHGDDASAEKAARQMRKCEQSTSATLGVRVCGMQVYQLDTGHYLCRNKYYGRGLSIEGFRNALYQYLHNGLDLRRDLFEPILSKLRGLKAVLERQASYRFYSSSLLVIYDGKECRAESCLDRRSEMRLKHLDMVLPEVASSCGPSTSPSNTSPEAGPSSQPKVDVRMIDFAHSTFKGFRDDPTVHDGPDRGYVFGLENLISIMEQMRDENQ
#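 ADP-Glo luminescence measures ADP made by human IP6K1 during a 2 h RT reaction with ATP/IP6 (mix at 1.3 mM/130 uM); top library doses 57.5 and 19.1 uM final.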
# HEK cytotox: HEK 293 cell cytotoxicity | HEK 293 viability, ATP luminescence (CellTiter-Glo), 48-72 h | Potency, µM (highest dose often 115 µM), for inactives: top-dose activity change, negative = cytotoxicity, actives largely listed as inhibitors | hit rate 6.6% among 94,000; note: potency is the fitted concentration of half-maximal effect; nearly all actives have a fitted effect of over 60% in size
#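 Viability of HEK 293 cells, plated at 250 cells/well, was judged by cellular ATP after compound treatment for 48 or 72 hr. Luminescence was imaged 10 min after CellTiter-Glo addition at room temperature.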
# SNCA expr inh: SNCA gene expression inhibition; HEK-293 SNCA-luciferase knock-in, luminescence, 24 h; Potency, µM (top dose mostly 57.2 µM), for the others: at the highest dose activity change, negative = inhibition, actives largely listed as inhibitors; hit rate 0.17% among 140,000;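 note: potency is the fitted concentration of half-maximal effect; plate controls were DMSO cells for no effect and cell-free wells for full effect; nearly all actives have a fitted effect of over 45% in size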
# 3T3 cytotox: kills NIH 3T3 cells; NIH 3T3 viability, CellTiter-Glo ATP luminescence, 48-72 h; Potency, µM (titrated, usually from 96.7 µM), without a hit: at the top dose activity change, negative = cytotoxicity, actives largely listed as inhibitors; hit rate 4.3% among 94,000; AID 1345082; note: potency is the fitted concentration of half-maximal effect; nearly all actives have a fitted effect of over 55% in size
#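 Cells were seeded at 400 per well, treated with pin-transferred compound, and kept 48 or 72 hr at 37 °C before CellTiter-Glo addition and luminescence imaging of cellular ATP.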
# HEK293 viab: counter-screen for SNCA expression inhibitors: cell viability. AID 1671193. HEK-293-SNCA-luc viability, GF-AFC fluorescence, 24 h. hit rate 0.12% among 150,000. Potency, µM (highest dose often 57.1 µM), for the others: top-dose activity change, negative = cytotoxicity, hits mostly cytotoxic;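 note: potency is the fitted concentration of half-maximal effect; 0% = DMSO-treated cells and -100% = medium-only wells without cells; nearly all actives have a fitted effect of over 30% in size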
#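 HEK-293-SNCA-luc cells (1500/well) plated 24 h, then exposed 24 h to a dilution series; GF-AFC added 30 min at 37C, fluorescence 405/540 nm; normalised to medium-only and DMSO wells, Hill fit.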
# GPT2 inhibitor: GPT2 alanine aminotransferase inhibition; Potency, µM (top dose mostly 57.7 µM), for the others: top-dose activity change, negative = inhibition, usual class: inhibitors; Q8TD30; hit rate 0.25% among 100,000; Recombinant GPT2, coupled pyruvate oxidase/HRP Amplex Red fluorescence; note: potency is the fitted concentration of half-maximal effect; nearly all actives have a fitted effect of over 60% in size; many of its hits are not listed in these tables
# Target sequence (Q8TD30 whole entry, looked up): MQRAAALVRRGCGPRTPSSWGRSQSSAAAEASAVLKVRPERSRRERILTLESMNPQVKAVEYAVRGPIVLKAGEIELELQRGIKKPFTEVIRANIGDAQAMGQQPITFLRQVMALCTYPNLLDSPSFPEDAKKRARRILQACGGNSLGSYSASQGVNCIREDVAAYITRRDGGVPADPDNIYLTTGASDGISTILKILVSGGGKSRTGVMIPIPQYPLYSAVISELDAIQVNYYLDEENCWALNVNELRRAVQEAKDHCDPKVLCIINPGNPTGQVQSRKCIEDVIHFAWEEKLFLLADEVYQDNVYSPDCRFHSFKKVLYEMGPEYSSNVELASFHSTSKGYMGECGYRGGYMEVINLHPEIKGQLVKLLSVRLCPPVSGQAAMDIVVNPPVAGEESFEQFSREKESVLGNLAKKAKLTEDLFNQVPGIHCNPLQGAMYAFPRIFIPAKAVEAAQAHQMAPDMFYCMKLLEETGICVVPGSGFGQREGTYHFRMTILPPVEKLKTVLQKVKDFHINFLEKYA
#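 Fluorescence of coupled pyruvate oxidase/HRP/Amplex Red system (50uM Amplex, 30 min, dark) reports pyruvate formed by GPT2. Enzyme reaction: 10ng/uL GPT2, 2mM L-alanine, 250uM a-KG, 30 min room temperature, pH 7.5; 50uM AOA control.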
# Luciferase inh: inhibitors of firefly (Photinus pyralis) luciferase; P08659; purified P. pyralis luciferase, luminescence, biochemical; Potency, µM (top dose mostly 115 µM), inactives show at the highest dose activity change, negative = inhibition, most hits filed as inhibitors; hit rate 2.5% among 76,000; AID 1347043; note: potency is the fitted concentration of half-maximal effect; nearly all actives have a fitted effect of over 65% in size
#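 Purified P. pyralis luciferase (10nM final) in 50mM Tris acetate pH 7.5, 10mM Mg acetate, 0.01% Tween-20, 0.05% BSA with 10uM D-luciferin and 10uM ATP. Compounds titrated qHTS. Luminescence imaged on CCD.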
# * hit, by the source's call; i = inactive; ? = inconclusive; / = no result given; [ ] = remark or other dose. Unless noted, calls come from the whole dose curve; as a rule, active = well fitted curve in the direction sought with a large enough effect; inconclusive = small, poorly fitted or top-dose-only effect, or another doubt; inactive = no such curve, though single readings can be large; an effect the other way counts as inactive or inconclusive. Unless noted, % is set by controls: 0 for no effect and ±100 for the full control effect. Not all compounds are listed; the hit share may differ from the screen's.
SMILES,IP6K1 inhibitor,HEK cytotox,SNCA expr inh,3T3 cytotox,HEK293 viab,GPT2 inhibitor,Luciferase inh
Cc1cccc(Nc2nc(N)nc(CN3CC[C@@](O)(C4CCC4)[C@H](C)C3)n2)c1,6,?,-13%,?,-4%,-13%,10%
COc1ccc(-c2[nH]ncc2C(=O)NCc2ccc(F)cc2)cc1,-12,/,-2%,/,-5%,/,/
O=C1c2cc(N3CCOCC3)nc(-c3cccc(O)c3)c2CN1CC(F)(F)F,11,?,-5%[87.6 µM],?,-8%[87.6 µM],1%[88.5 µM],-8%[172 µM]
CCN1C(=O)C2CC3(CCN(C(=O)CCc4c(C)nn(C)c4C)CC3)CN2C1=O (centres undefined),4,-5%,-14%,-19%,-1%,i,-6%
O=C(CSC1=Nc2ccccc2N=C(c2ccc(F)cc2)C1)Nc1cccc(C(F)(F)F)c1,21,/,25%,/,-9%,/,/
Cc1ccc(-c2cc(C(=O)NCc3ccc(F)cc3)c3cnn(C)c3n2)cc1,5,?,?,?,-1%,i,/
COc1ccccc1N1CCN(S(=O)(=O)c2ccc(-c3cnc(C4CC4)o3)cc2)CC1,13,/,-21%,/,5%,/,/
Cn1nc(-c2ccccc2)c(-c2ccccc2)c(C(=O)Nc2ccc(S(N)(=O)=O)cc2)c1=O,2,/,5%,/,21%,/,/
Cn1c(CN2CCOCC2)nnc1C1CCCN(CCC(=O)O)C1 (centres undefined),15,-3%,?,i,1%,-7%,-2%
N#C/C(=C\c1ccc(O)c(O)c1)C(=O)NCCc1ccccc1,/,/,-8%,/,-2%,?,/
CCc1ccc(NC(=O)C2CCN(c3cc(C)nc4c(-c5ccc(Cl)cc5)c(C)nn34)CC2)cc1,-12,/,4%,/,6%,/,/
CC(C)c1ccc(C(=O)N2CC(C(=O)N(C)C)C3(CCOCC3)C2)cc1 (centres undefined),1,-1%,16%,i,-13%,i,0%
CN1C(=O)[C@@H]2C[C@@H](CN2C2CCCC2)Oc2ccccc21,2,?,4%[87.6 µM],?,-7%[87.6 µM],-3%[88.5 µM],3%[230 µM]
COc1cc(NC(=O)c2nnn(CC(=O)Nc3ccccc3)c2N)cc(OC)c1,-16,/,4%,/,-8%,/,/
O=C(Nc1nnc(Cc2ccccc2)s1)C1CC(=O)N(c2n[nH]c3ccccc23)C1 (centres undefined),3,-13%,2%,-5%,2%,-14%,-4%
Cc1ccc(NC(=O)CC2=C3CCCCC3N(C)C2=O)cc1 (centres undefined),26,-1%,57%[activator],-20%,-6%,i,?
Cc1ccc(C(=O)N2CCCC(C(=O)N3CCC(c4nc5ccncc5[nH]4)CC3)C2)cc1 (centres undefined),-1,-14%,-9%,-23%,-7%,i,/
CCOC(=O)c1ccc(NC(=O)C2CCCN(c3cnccn3)C2)cc1 (centres undefined),16,/,87%[activator],/,2%,/,/
COc1ccccc1CN1CCc2nc(C(=O)Nc3cccc(C(F)(F)F)c3)oc2CC1,14,32µM*,-22%,28µM*,-10%,?,-3%
COc1cc(OC)c(NC(=O)N2CCc3cc(OC)c(OC)cc3C2CC(=O)O)cc1Cl (centres undefined),7,/,21%,/,9%,/,/

# Single values from the entries so far:
# SNCA expr inh, CCc1ccc(NC(=O)C2CCN(c3cc(C)nc4c(-c5ccc(Cl)cc5)c(C)nn34)CC2)cc1 → 4%
# IP6K1 inhibitor, COc1cc(NC(=O)c2nnn(CC(=O)Nc3ccccc3)c2N)cc(OC)c1 → -16
# HEK cytotox, Cc1ccc(C(=O)N2CCCC(C(=O)N3CCC(c4nc5ccncc5[nH]4)CC3)C2)cc1 (centres undefined) → -14%

# Going on with the list.
SMILES,IP6K1 inhibitor,HEK cytotox,SNCA expr inh,3T3 cytotox,HEK293 viab,GPT2 inhibitor,Luciferase inh
CC(C)CNC(=O)N1CCC(c2nc(CCOCC3CCOCC3)no2)C1 (centres undefined),6,-1%,-5%,-4%,-4%[12.5 µM],-10%,3%
CS(=O)(=O)N1CCCN(C(=O)COc2ccccc2)CCNC(=O)CC1c1ccccc1 (centres undefined),-5,i,?,-17%,7%,i,-1%
CCC(CC)C(=O)N[C@H]1CO[C@H]2[C@@H]1OC[C@H]2OC(=O)Nc1ccccc1,1,-4%[172 µM],7%[87.6 µM],-23%[174 µM],0%[87.6 µM],-29%[88.5 µM],-1%[172 µM]
CS(=O)(=O)NC[C@H]1OC[C@@H](NCc2ccccn2)[C@@H]1O,2,-25%[172 µM],0%[87.6 µM],-25%[174 µM],0%[87.6 µM],-17%[88.5 µM],1%[172 µM]
O=C(c1ccc(F)cc1Cl)N1CCC(n2cc(-c3nc(C4CC4)no3)nn2)C1 (centres undefined),-9,?,-11%,?,-11%,i,-5%
Cn1cc(S(=O)(=O)N2CCCC(C)(c3ccccc3)C2)cn1 (centres undefined),-9,-15%,-9%,?,5%,-1%,3%
O=C(C1CC1)N1CCC2(CC1)CC(N(Cc1ccc(F)cc1)C1CC1)CCO2 (centres undefined),-6,?,-15%,-27%,-16%,i,-10%
CNC(=O)c1cc2cc(-c3c(C)noc3C)nc(-c3cccnc3OC)c2o1,-2,?,29%[87.6 µM],?,6%[87.6 µM],?,2%[172 µM]
COc1ccccc1-c1ccc2ncc(Nc3cc(F)cc(N4CCOCC4)c3)n2n1,-7,?,-44%[87.6 µM],?,-16%[87.6 µM],?,?
COc1ccc(CN2CCOc3ccc(C(=O)NCc4ccccc4F)cc3C2)cc1OC,5,?,-12%,-16%,-24%,-3%,1%

# Single records, from the list above:
# Record of CS(=O)(=O)NC[C@H]1OC[C@@H](NCc2ccccn2)[C@@H]1O = IP6K1 inhibitor = 2; HEK cytotox = -25%[172 µM]; SNCA expr inh = 0%[87.6 µM]; 3T3 cytotox = -25%[174 µM]; HEK293 viab = 0%[87.6 µM]; GPT2 inhibitor = -17%[88.5 µM]; Luciferase inh = 1%[172 µM]
# Record of COc1ccccc1-c1ccc2ncc(Nc3cc(F)cc(N4CCOCC4)c3)n2n1 = IP6K1 inhibitor = -7; HEK cytotox = ?; SNCA expr inh = -44%[87.6 µM]; 3T3 cytotox = ?; HEK293 viab = -16%[87.6 µM]; GPT2 inhibitor = ?; Luciferase inh = ?
# Record of CNC(=O)c1cc2cc(-c3c(C)noc3C)nc(-c3cccnc3OC)c2o1 = IP6K1 inhibitor = -2; HEK cytotox = ?; SNCA expr inh = 29%[87.6 µM]; 3T3 cytotox = ?; HEK293 viab = 6%[87.6 µM]; GPT2 inhibitor = ?; Luciferase inh = 2%[172 µM]

# Back to the main list with the 3 entries that preceded the break.
SMILES,IP6K1 inhibitor,HEK cytotox,SNCA expr inh,3T3 cytotox,HEK293 viab,GPT2 inhibitor,Luciferase inh
CNC(=O)c1cc2cc(-c3c(C)noc3C)nc(-c3cccnc3OC)c2o1,-2,?,29%[87.6 µM],?,6%[87.6 µM],?,2%[172 µM]
COc1ccccc1-c1ccc2ncc(Nc3cc(F)cc(N4CCOCC4)c3)n2n1,-7,?,-44%[87.6 µM],?,-16%[87.6 µM],?,?
COc1ccc(CN2CCOc3ccc(C(=O)NCc4ccccc4F)cc3C2)cc1OC,5,?,-12%,-16%,-24%,-3%,1%
Cc1ccc(OCc2nc(-c3ccc(C(=O)N4CCN(c5ccccc5F)CC4)cc3)oc2C)cc1,-8,/,1%,/,0%,/,/
CCn1c2ccccc2c2cc(Nc3ccnc(NCCCN4CCOCC4)n3)ccc21,-7,/,/,/,?,i,/
CCCNC(=O)N(C1CCOCC1)C1CCN(C(=O)c2cc(Cl)ccc2OC)CC1,-9,-14%,5%,?,?,i,-2%
O=[N+]([O-])c1cc(-c2nc(-c3ccccc3)no2)ccc1NCc1cccnc1,-3,/,-29%,/,-12%,/,/
CCOC(=O)C1CCCN(C(=O)c2c(C)oc3c2CN(Cc2ccc(C)cc2)CC3)C1 (centres undefined),13,?,-1%,-28%,2%,i,-9%
CCN(CC)C(=O)C[C@@H]1c2nc(NC(=O)C3CCC3)sc2C[C@@H]2[C@](C)(CO)[C@H](O)CC[C@]21C,-6,-24%,14%,?,-20%,?,-9%
Cc1cc(CNC(=O)[C@H]2CNC[C@@H](C(=O)N3CCCC3)C2)n(C)n1,-1,i,-6%,i,10%,i,-6%
Cc1cccc(C(=O)N2CC(N(Cc3ccncc3)CC3CC3)C2)c1,4,-27%,10%,?,-18%,i,/
Cc1cccc(C)c1NC(=O)c1nc(SC(C)C)ncc1Cl,-10,/,-21%,/,6%,/,/
O=C(Cc1ccc(-c2ccccc2)cc1)NCCS(=O)(=O)N1CCN(c2ccccc2)CC1,-23,/,-15%,/,10%,/,/
COc1cccc([S+](=O)([O-])N2CCC3(CC2)COc2ccccc2NC3=O)c1,23,-22%,-6%,-16%,-3%,2%,-5%
CN(C)S(=O)(=O)c1ccc2c(c1)N(CC(=O)Nc1ccc(OC(F)(F)F)cc1)C(=O)CS2,-9,/,-15%,/,-20%,/,/
O=C(NCC1CCN(Cc2cccc(Cl)c2)CC1)c1cc2ccc3cccnc3c2[nH]1,10,/,8%,/,-3%,/,/
COC(=O)c1ccc(CSc2nc3c([nH]c4ccccc43)c(=O)n2-c2ccc(OC)cc2)o1,-10,/,-8%,/,-8%,/,/
O=C(c1cccc(Cl)c1)N1C[C@@H](CO)[C@H](c2nc(C3CC3)no2)C1,-10,?,2%,-23%,-7%,i,8%
COc1cccc([C@@H]2CN(C(=O)CCCn3cnnn3)C[C@H]2C(=O)O)c1,7,-7%,-11%,-8%,6%,-7%,0%
COCC(=O)N1CCc2nc(C3CC3)nc(-c3ccc(Cl)cc3)c2C1,-1,i,19%,-5%,10%,2%,-4%
